Bioassay records from PubChem BioAssay.
Rac1 mut GTP – GTP binding modulators of activated mutant Rac1, primary screen, biochemical, bead-based flow cytometry, multiplex, fluorescent GTP. actives 0.11% (n = 190,000). Ras-related C3 botulinum toxin substrate 1 (Homo sapiens), P63000. GST-Rac1 activated beads; actives lie on both sides; 100% means binding = to untreated wells. percent activity (GTP binding), % at 10 µM. AID 764, 2007;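 active = GTP binding at least 20 percentage points away from the 100% baseline, in either direction, so actives lie on both sides; inconclusive = Compound likely fluorescent itself, or too few beads counted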
Cdc42 wt – modulators of GTP binding to wildtype Cdc42, primary screen, biochemical, multiplex bead flow cytometry, Bodipy-GTP; actives 0.2% (n = 190,000); GST-Cdc42 beads; actives lie on both sides; percent activity (GTP binding), % at 10 µM;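 active = percent activity GTP binding at least 20 points away from the 100% baseline, either down as inhibitor or up as activator; inconclusive = compound flagged as likely green fluorescent from well-wide comparison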;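 note: median bead fluorescence of bound Bodipy-FL-GTP at 100 nM; 0% = excess unlabeled GTP control and 100% = no compound control; below 100% means less GTP binding so inhibitor and above means activator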
Target sequence (P60953 whole entry, looked up): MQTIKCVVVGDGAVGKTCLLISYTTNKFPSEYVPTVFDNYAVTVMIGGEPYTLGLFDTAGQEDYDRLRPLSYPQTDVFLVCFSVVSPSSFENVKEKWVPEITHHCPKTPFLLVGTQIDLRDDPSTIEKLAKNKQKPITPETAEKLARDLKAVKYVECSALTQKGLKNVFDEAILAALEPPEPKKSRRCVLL
Rab7 wt modul – modulators of GTP binding to Rab7, primary screen, biochemical, wildtype, multiplex bead flow cytometry; Rab7 GTPase wild type (dog), Bodipy-FL-GTP binding; GST-Rab7 beads, fluorescent GTP binding; actives lie on both sides; untreated = 100%, excess cold GTP = 0%; GTP binding activity (percent of control), % at 10 µM; actives 0.055% (n = 190,000); AID 758, 2007;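 active = fluorescent GTP binding to Rab7 beads changed by at least 20 points from the 100% baseline, either direction, mostly lower; inconclusive = compound itself probably fluorescent, or too few beads counted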;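 note: median green fluorescence of bound Bodipy-FL-GTP per Rab7 bead population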
Avidin bead fluor – green autofluorescence of compounds with avidin beads – biophysical, 488/530 nm, flow cytometry, artefact control, profiling panel; actives 0.38% (n = 220,000); compound fluorescence 488/530 nm; hits give high values; fluorescence (KMESF) at 10 µM; in the data active = fluorescence above about 47; note: inactives centre near 10
Rab2A wt mod – modulators of GTP binding to Rab2A wildtype, primary screen, biochemical, dog, bead-based flow cytometry, multiplex. GST-Rab2 wt beads, Bodipy-GTP binding. Ras-related protein Rab-2A (Canis lupus familiaris), P61105. GTP binding activity, % at 10 µM. actives 0.19% (n = 190,000);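 active = GTP binding activity at least 20 points away from 100%, either lowered or raised; inconclusive = signal likely due to the compound's own green fluorescence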;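 note: 0% = beads with excess unlabeled GTP and 100% = no-compound control corrected for plate trend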
Rac1 wt modul – wildtype Rac1 GTP binding modulators, primary screen, biochemical, GST-Rac1 beads, flow cytometry, multiplex. fluorescent GTP binding; actives lie on both sides; 0 = cold GTP competed, 100 = untreated. AID 757, 2007. Ras-related C3 botulinum toxin substrate 1 (Homo sapiens), P63000. GTP binding activity (% of control), % at 10 µM. actives 0.27% (n = 190,000);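 active = GTP binding activity at least 20 points away from the 100% control level, either lower or higher; inconclusive = compound flagged as likely green fluorescent, judged across all proteins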
Mcl-1 Bim block – inhibitors of Bim peptide binding to Mcl-1, primary screen, biochemical, bead-based flow cytometry, multiplex; actives 0.1% (n = 190,000); Bim peptide-Mcl-1 binding; Induced myeloid leukemia cell differentiation protein Mcl-1 (Homo sapiens), Q07820; AID 1009, 2008; inhibition, % at 10 µM; in the data active = inhibition above about 40%;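 note: 0% = no compound tracer wells and 100% = peptide blocker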
Target sequence (Q07820 whole entry, looked up): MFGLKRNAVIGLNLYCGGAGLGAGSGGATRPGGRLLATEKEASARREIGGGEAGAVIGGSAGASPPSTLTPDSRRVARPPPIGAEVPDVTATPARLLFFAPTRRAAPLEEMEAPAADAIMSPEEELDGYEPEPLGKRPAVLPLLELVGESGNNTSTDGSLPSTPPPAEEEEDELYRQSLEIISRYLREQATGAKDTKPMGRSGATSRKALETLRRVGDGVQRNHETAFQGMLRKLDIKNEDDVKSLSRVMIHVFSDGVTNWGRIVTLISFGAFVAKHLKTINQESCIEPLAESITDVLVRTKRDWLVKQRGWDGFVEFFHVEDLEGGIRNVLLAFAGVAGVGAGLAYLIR
HRas wt GTP – modulators of GTP binding to HRas wildtype, primary screen, biochemical, bead-based flow cytometry, multiplex. GST-Ras wt beads, Bodipy-FL-GTP binding; actives lie on both sides. GTPase HRas (Homo sapiens), P01112. actives 0.14% (n = 190,000). GTP binding activity, % at 10 µM. AID 759, 2007;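 active = GTP binding activity at least 20% away from the 100% baseline, either lowered as inhibitor or raised as activator; inconclusive = flagged as likely green fluorescent, judged across all proteins in the well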;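 note: 0% = unlabeled GTP competition control and 100% = no-compound control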
Target sequence (P01112 whole entry, looked up): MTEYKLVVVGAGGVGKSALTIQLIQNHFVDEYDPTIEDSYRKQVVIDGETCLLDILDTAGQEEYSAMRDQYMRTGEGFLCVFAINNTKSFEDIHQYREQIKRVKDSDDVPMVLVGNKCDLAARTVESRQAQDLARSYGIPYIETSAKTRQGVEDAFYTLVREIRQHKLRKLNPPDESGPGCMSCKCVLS
Mcl1-Noxa inh – Mcl-1/Noxa binding inhibitors, primary screen, biochemical, TR-FRET, 1536-well | Induced myeloid leukemia cell differentiation protein Mcl-1 (Homo sapiens), Q07820 | TR-FRET Mcl-1/Noxa peptide binding, 2 h | inhibition, % at 21.7 µM | actives 1.5% (n = 220,000) | AID 1022, 2008;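 active = compounds that cut the protein-peptide binding signal by more than 50% relative to plate controls in a single-dose test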;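 note: His-tagged Mcl-1 with rhodamine Noxa BH3 peptide and terbium anti-His antibody; 0% = Mcl-1 plus Noxa peptide wells and 100% = peptide-only wells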
Mcl1 Bid PPI – Mcl-1/Bid binding inhibitors, primary screen, biochemical, TR-FRET, 1536-well | Induced myeloid leukemia cell differentiation protein Mcl-1 (Homo sapiens), Q07820 | TR-FRET Mcl-1/Bid-Dy647 peptide binding | inhibition, % at 21.7 µM | actives 0.97% (n = 220,000);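 active = compounds that cut the binding signal by more than half at the single screening dose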;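 note: His-tagged Mcl-1 with europium anti-His antibody binding Bid BH3 peptide; 0% = Mcl-1 plus peptide wells and 100% = peptide-only wells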
Pf gamet viab – late stage P. falciparum gametocyte viability inhibitors, primary screen, ATP luminescence, HTS | inhibition, % at 10.9 µM | actives 0.065% (n = 150,000) | P. falciparum stage V gametocytes, 24 h | AID 743093, 2013;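 active = inhibition above the mean plus 3 SD of compounds within the control limits, set per campaign, cut at about 38% in these data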;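 note: 0% = DMSO wells and 100% = medium only without gametocytes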
Active calls of the source: *; ? = inconclusive; . = not tested or not shown.

mol	Rac1 mut GTP	Cdc42 wt	Rab7 wt modul	Avidin bead fluor	Rab2A wt mod	Rac1 wt modul	Mcl-1 Bim block	HRas wt GTP	Mcl1-Noxa inh	Mcl1 Bid PPI	Pf gamet viab
CN(Cc1cn(C)nc1-c1ccccc1F)Cc1nccn1C	99.0	102.0	106.0	10	101.0	100.0	3.0	99.0	0.7	-27.7	.
O=C(O)c1ccc(/C=N/Nc2ccc(C(F)(F)F)cn2)cc1	?	?	?	23	?	?	-1.0	?	7.6	-8.8	-21.4
COc1ccc(CNC(=S)NC(C)CCc2ccccc2)cc1 (configuration not stated)	95.0	96.0	96.0	11	97.0	98.0	-2.0	95.0	8.5	-42.3	-28.4
OCCN1CCN(CCCN2c3ccccc3Sc3ccc(C(F)(F)F)cc32)CC1	100.0	106.0	95.0	11	99.0	100.0	-3.0	98.0	50.2	35.9	.
CC1=NN(c2ccccc2)C(=O)C1C(=O)c1ccc([N+](=O)[O-])cc1 (configuration not stated)	94.0	97.0	97.0	21	96.0	97.0	-2.0	96.0	15.7	-9.2	-1.6
O=C(Cc1cc(=O)[nH]c(=O)[nH]1)NCc1ccc(Cl)cc1	96.0	99.0	100.0	6	101.0	104.0	-4.0	99.0	-5.4	-0.1	.
C=CCn1c(N2CCCCCC2)nc2c1c(=O)[nH]c(=O)n2C	94.0	92.0	99.0	25	96.0	94.0	-3.0	95.0	31.0	-13.3	.
CN(C(=O)c1ccc(COc2ccccc2Br)o1)c1ccccc1	95.0	96.0	94.0	12	97.0	97.0	0.0	95.0	10.9	-31.8	-7.5
Fc1cccc(-c2nn[nH]n2)c1	96.0	97.0	94.0	11	97.0	93.0	-4.0	97.0	7.6	-2.1	-5.5
COc1ccc(N=NC2=C(O)CC(C)(C)CC2=O)cc1	99.0	105.0	104.0	16	106.0	110.0	-3.0	103.0	3.4	-26.4	.
NC(=O)C1CCN(CC(=O)Nc2ccccc2Sc2ccccc2)CC1	98.0	99.0	98.0	8	98.0	100.0	-7.0	99.0	-7.6	-18.5	0.2
Cc1cnnc2ccc3c(no[n+]3[O-])c12	94.0	95.0	97.0	38	94.0	94.0	0.0	95.0	2.4	-11.1	-6.2
CCCCNC(=O)CSc1nnc(-c2ccco2)n1C	96.0	97.0	100.0	42	96.0	95.0	-1.0	98.0	-0.2	-6.5	.
CN(CC(=O)NCCCN1CCOCC1)S(=O)(=O)c1ccc(Br)cc1	99.0	102.0	99.0	12	103.0	104.0	-9.0	101.0	-8.8	-10.2	.
CC(C)n1c(-c2ccccc2F)n[nH]c1=S	96.0	99.0	96.0	29	98.0	98.0	2.0	98.0	25.1	-88.7	.
O=C1CCCC2=C1C(c1cccc(O)c1)C1=C(N2)c2ccccc2C1=O (configuration not stated)	97.0	97.0	101.0	15	99.0	97.0	-4.0	99.0	8.7	-42.6	.
CN1CCN(CCCc2c3c(cc4c2CCC4)CCC3)CC1	100.0	104.0	100.0	11	99.0	103.0	-7.0	99.0	17.1	-3.7	-18.6
Cc1cc2oc(C(=O)NC3CCS(=O)(=O)C3)c(C)c2cc1C (configuration not stated)	100.0	103.0	101.0	6	100.0	103.0	2.0	103.0	12.2	4.1	-24.1
O=C(c1ccccc1)N1CCCC(C(=O)N2CCc3ccccc3C2)C1 (configuration not stated)	96.0	100.0	97.0	34	97.0	97.0	1.0	98.0	-9.2	4.4	-21.9
CCN(CC(=O)NC(c1ccccc1)c1ccccc1)Cc1nc2ccccc2c(=O)[nH]1	101.0	105.0	98.0	7	105.0	103.0	-4.0	106.0	-16.4	-11.3	.
Cc1ccoc1C(=O)Nc1cccc(Oc2ccccc2)c1	97.0	99.0	99.0	42	98.0	99.0	1.0	100.0	-3.4	-3.4	0.1
Cc1nn(Cc2ccccc2Cl)c(C)c1NC(=O)C1C2CCC(O2)C1C(=O)O (configuration not stated)	96.0	96.0	96.0	5	98.0	98.0	-3.0	98.0	-0.5	-8.6	.
COC(=O)[C@H]1Cc2cnoc2C[C@]1(C)C(=O)O	101.0	99.0	101.0	5	98.0	106.0	-6.0	99.0	0.1	1.0	11.2
O=C(c1ccccc1)c1nn(-c2ccc(Cl)cc2)c(=O)cc1C(F)(F)F	96.0	97.0	101.0	9	97.0	97.0	-1.0	97.0	-8.3	-19.1	-15.2
Cc1ccc(NC(=O)CN2C(=O)NC3(CCc4ccccc43)C2=O)cc1Cl (configuration not stated)	?	?	?	6	?	?	-1.0	?	15.2	-8.4	6.3
N=C1C(c2nc3ccccc3[nH]2)=C(O)CN1NC(=O)COc1cccc(F)c1	98.0	104.0	96.0	15	98.0	101.0	-4.0	100.0	-9.6	-30.8	.
C=CCn1c(-c2ccccc2OCC)n[nH]c1=S	95.0	96.0	96.0	20	94.0	95.0	-8.0	94.0	1.4	-21.0	-17.6
O=C(NCc1ccc(F)cc1)c1cc(-c2ccco2)on1	92.0	95.0	93.0	8	93.0	92.0	0.0	95.0	18.5	-5.5	.
O=C(c1cnccn1)N(Cc1ccco1)C1(C(=O)NC2CCCCC2)CCCCC1	98.0	98.0	91.0	8	96.0	99.0	1.0	98.0	-12.5	-37.9	.
CC(=O)OCC(OC(C)=O)C(OC(C)=O)C(OC(C)=O)C(=O)Nc1ccc(C)cc1C (configuration not stated)	96.0	98.0	97.0	11	97.0	98.0	-2.0	99.0	-19.2	6.1	7.8
O=C(NCc1nc2ccccc2[nH]1)c1cccs1	101.0	105.0	104.0	21	103.0	105.0	2.0	102.0	7.5	-3.0	.
Cn1cc(S(=O)(=O)N2CCC(C(N)=O)CC2)c(=O)n(C)c1=O	99.0	97.0	105.0	6	98.0	101.0	0.0	99.0	7.6	6.3	.
Cc1nnc2n1NC(c1ccc(Cl)cc1)C(C(=O)N1CCC(C)CC1)S2 (configuration not stated)	93.0	100.0	95.0	10	96.0	98.0	0.0	98.0	2.1	-30.9	.
CCOCCCNC(=O)/C(C#N)=C/c1ccccc1F	93.0	98.0	102.0	9	100.0	96.0	0.0	97.0	12.7	-25.8	8.4
O=C(CN1C(=O)S/C(=C\c2ccc(O)cc2)C1=O)c1ccccc1	97.0	97.0	98.0	9	98.0	97.0	-1.0	99.0	25.7	-5.1	10.5
COC(=O)c1ccc(-c2csc(NC(=O)c3ccc(S(=O)(=O)N4CCc5ccccc5C4)cc3)n2)cc1	98.0	101.0	97.0	7	98.0	101.0	-2.0	100.0	3.0	-22.1	.
O=C(/C=C/c1ccccc1)c1ccccc1	98.0	104.0	96.0	11	98.0	103.0	0.0	100.0	-9.5	-0.1	.
Cc1ccc(C(=O)N/N=C2\CCCc3ccccc32)c(C)c1	95.0	98.0	97.0	12	97.0	97.0	-1.0	94.0	4.6	-4.7	6.5
Nc1nc(CN2CCN(c3ccccc3)CC2)nc(Nc2ccc(Cl)cc2)n1	98.0	99.0	98.0	11	96.0	98.0	0.0	96.0	13.3	-44.2	-0.4
CCCOc1ccc(-c2c(C(=O)N/N=C/c3ccc(OC)cc3)nnn2-c2nonc2N)cc1	99.0	101.0	95.0	3	96.0	101.0	55.0*	98.0	12.3	-26.6	6.1
CC(=O)c1c(C)[nH]c(C(=O)CN2C(=O)NC(C)(CCC(C)C)C2=O)c1C (configuration not stated)	94.0	92.0	93.0	7	96.0	99.0	-3.0	95.0	-0.4	-4.1	-13.3
CCc1ccc(NC(=S)N2CCNC(=O)C2CC(=O)OC)cc1 (configuration not stated)	96.0	97.0	96.0	8	94.0	101.0	0.0	95.0	5.1	-34.6	1.2
Cc1cc(O)ccc1Nc1nc2ccccc2nc1Nc1ccc(O)cc1C	96.0	94.0	97.0	6	97.0	100.0	0.0	97.0	67.5*	9.0	.
CCCC(=O)NC(c1cccs1)c1cc([N+](=O)[O-])c2cccnc2c1O (configuration not stated)	96.0	96.0	100.0	5	96.0	101.0	0.0	97.0	-9.2	18.9	-5.9
O=C(N=Nc1c(O)[nH]c2ccccc12)c1ccc2c(c1)OCO2	94.0	94.0	92.0	10	90.0	94.0	-1.0	92.0	20.0	-28.0	.
COc1ccc(Cl)cc1NC(=O)CN1C(=O)CC(C)S(=O)(=O)c2ccccc21 (configuration not stated)	95.0	98.0	106.0	9	97.0	100.0	-1.0	100.0	9.1	-18.7	-6.2
CCn1c(Cc2ccccc2)nnc1SCC(=O)OC(C)C	98.0	109.0	102.0	12	100.0	112.0	0.0	100.0	2.1	-1.9	.
CCOC(=O)c1[nH]c2cc(OC)c(OC)cc2c1N	100.0	101.0	98.0	14	100.0	101.0	-8.0	100.0	28.7	-31.2	-12.6
Clc1ccc(CN2C3=NCCN3c3ccccc32)cc1	103.0	103.0	99.0	14	103.0	105.0	-3.0	103.0	-9.1	9.5	30.3
COCC(O)CNc1ccccc1 (configuration not stated)	101.0	101.0	102.0	15	102.0	105.0	16.0	102.0	19.0	-15.3	-15.6
CCOC(=O)C(CSCc1ccccc1)NC(=O)OC(C)(C)C (configuration not stated)	95.0	95.0	95.0	2	94.0	93.0	-3.0	95.0	2.8	-25.9	8.3
O=S(=O)(N1CCCCC1)n1nnc2ccccc21	98.0	101.0	98.0	49*	99.0	101.0	-2.0	101.0	-13.8	-13.6	.
Cn1nnnc1SCC(=O)N1CCN(S(=O)(=O)c2ccccc2)CC1	93.0	96.0	96.0	9	95.0	93.0	0.0	97.0	10.2	-15.7	14.7
